H9c2 TAG inh: triacylglycerol accumulation inhibition | H9c2 cells, Nile Red lipid (TAG) fluorescence; cells loaded with 200 µM oleic acid | inhibition, % at 12.5 µM | 0.66% of 230,000 active | AID 651582;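 active means pattern-corrected inhibition of lipid staining of at least 50% with the nuclear-stain viability signal not falling by more than 50%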;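 further: 0% = DMSO wells and 100% = triacsin C control wells; some results filed as inactive read as strong as hits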
H9c2 TAG inh DAPI viability: also measured in H9c2 TAG inh; calls as there; DAPI nuclei signal change (viability), lower = more cytotoxic, %;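 whole-well DAPI fluorescence read on a plate reader as a viability signal; minus 50 percent equals half of cells still viable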
* hit, by the source's call. An excerpt. The share of hits here may be higher or lower than overall.

| compound | H9c2 TAG inh | H9c2 TAG inh DAPI viability |
| --- | --- | --- |
| Cc1nc2ccc(C(=O)N3CCSCC3)cc2s1 | -16 | -2 |
| O=C(Cc1ncc(C(F)(F)F)cc1Cl)NCc1ccco1 | -16 | -8 |
| COc1ccccc1C(CNc1ccc(S(=O)(=O)N2CCCC2)cc1[N+](=O)[O-])N(C)C (stereo not given) | 9 | -6 |
| O=[N+]([O-])c1cccnc1N/N=C/c1ccccc1O | 7 | -16 |
| CCOC(=O)c1ccc(N/C=C2/CCCC(C)C2=O)cc1 (stereo not given) | 7 | 3 |
| C=CCSc1nc(N2CCOCC2)c2c(c1C#N)CC(C)(C)N(C)C2 | 6 | 6 |
| O=C1CC(N2CCN(c3ccccc3F)CC2)C(=O)N1c1ccc2c(c1)OCCO2 (stereo not given) | 7 | 0 |
| O=S(=O)(c1cccc(-c2nnc3n2CCCCC3)c1)N1CCCC1 | 3 | -4 |
| CCOC(=O)N1CCN(C(=O)c2cc(C)no2)CC1 | 1 | -4 |
| CC(=O)Nc1ccc(C2=NN(CC#N)C(=O)SC2)cc1 | -17 | 6 |
| CCc1ccc(C2CC(=O)NC(SCC(=O)OC(C)C)=C2C#N)cc1 (stereo not given) | -19 | 6 |
| Cc1cccc(C)c1OCC(=O)Nc1cccc(S(=O)(=O)N2CCCC2)c1 | -5 | -3 |
| CC(C)(C)c1ccc(C(=O)NCc2nnc(SCC(=O)NC3CCCC3)o2)cc1 | 5 | 5 |
| COc1ccc(/C=C(\NC(=O)c2ccccc2)C(=O)OC[C@@H]2CCC[N+]3(C)CCCCC23)cc1OC (stereo not given in full) | -19 | 7 |
| CC1(C)CC(=O)C(C=Nc2cccnc2/N=C/C2=C(O)CC(C)(C)CC2=O)=C(O)C1 | 29 | -18 |
| CN(C)CCOC(=O)NC12CC3CC(CC(C3)C1)C2 | 18 | -5 |
| CC1CN(C(=O)CCC(=O)NCc2ccccc2)c2cc(Cl)ccc2O1 (stereo not given) | 19 | -10 |
| COc1ccc(-c2nc(-c3ccc(O)cc3O)cs2)cc1OC | -1 | 5 |
| COc1ccc(OC(C)C(=O)N2CCc3ccccc3C2)cc1 (stereo not given) | 22 | -6 |
| COc1ccc(Cl)cc1NC(=S)Nc1ccccc1C | -2 | -6 |
| Clc1cccc(-c2csc(Nc3cccnc3)n2)c1 | 11 | 8 |
| CCC(Oc1ccccc1)C(=O)Nc1nc2c(s1)C(=O)CC(C)(C)C2 (stereo not given) | -4 | -2 |
| COC(=O)c1cc2n(n1)CCN(Cc1cccc(OC)c1)C2=O | 2 | 5 |
| Cc1c(C(=O)NCc2cccc([N+](=O)[O-])c2)sc(=O)n1Cc1ccccc1F | -26 | -2 |
| CC(C(=O)N1CCCCC1)N(C)CC(=O)Nc1ccc(Cl)cc1 (stereo not given) | -11 | -1 |
| Cc1cc(C)c(C(=O)CN2C(=O)NC3(CCCCC3)C2=O)cc1C | -10 | 3 |
| COc1ccc(CCN2C(=O)c3cccc4c(C(=O)N5CCCCC5)ccc(c34)C2=O)cc1OC | -13 | 5 |
| CCCC(C)NC(=O)c1ccc(C2SCC(=O)N2Cc2ccco2)cc1 (stereo not given) | 3 | 5 |
| CC1CCN(C(=O)/C(=C\c2cccs2)NC(=O)c2ccccc2)CC1 | -16 | -7 |
| CCCNC(=S)N1CCCC(c2nc3ccccc3[nH]2)C1 (stereo not given) | -2 | -3 |
| CC(C)NS(=O)(=O)c1ccc(NC(=O)C(C)OC(=O)CCC2CCCCC2)cc1 (stereo not given) | -17 | 3 |
| CCC(C)/C(C)=N/NC(=O)CNS(=O)(=O)c1ccc([N+](=O)[O-])cc1 (stereo not given) | -8 | -10 |
| CC(O)C(=O)N/N=C/c1ccccc1C(=O)O (stereo not given) | 11 | 3 |
| Cc1cc(C)cc(SCc2noc(C(=O)NC(C)C)c2C(=O)NC(C)C)c1 | -18 | -3 |
| Cc1csc(SCC(=O)Nc2ccc(Cl)cn2)n1 | -16 | 20 |
| COc1ccc(OC)c(S(=O)(=O)N2CCC(C(=O)Nc3cccc(C)c3C)CC2)c1 | 14 | 11 |
| CCN(CC)S(=O)(=O)c1cccc(N=Nc2c(O)c3ccccc3oc2=O)c1 | -11 | 0 |
| CCNC(=O)CC1C(=O)N(c2cccc(OC)c2)C(=O)N1CCOC (stereo not given) | 13 | -7 |
| CC(=O)Oc1ccc(-c2csc(Nc3ccc(Cl)cn3)n2)cc1 | 29 | -7 |
| Cc1ccc(S(=O)(=O)N2CCN(C(=O)c3cc4c(s3)CCCC4)CC2)c(C)c1 | -23 | -2 |
| CC(=O)Nc1cc2c(cc1Cl)-c1ccccc1C2 | 4 | -1 |
| CC(C)CC1NC(=O)N(Cc2nc3ccccc3s2)C1=O (stereo not given) | 6 | 6 |
| O=C(CN1c2ccccc2Sc2ccccc21)N/N=C/c1ccc(Cl)cc1 | -12 | 3 |
| COc1cc2[nH]c(-c3cccc(F)c3)cc(=O)c2cc1OC | 9 | 0 |
| Cc1ccc(-c2ccc(/C=C3\SC(N4CCOCC4)=NC3=O)o2)cc1 | 132 | -62 |
| O=C(NCc1cccc(F)c1)c1cccc2c1C(=O)c1ccc(N3CCOCC3)cc1S2(=O)=O | -8 | -4 |
| CCP(=O)(c1ccccc1)C(C)(C)O (stereo not given) | -17 | -5 |
| O=C(Nc1ccc(Br)cc1)c1cccc(N2C(=O)C3C4C=CC(C4)C3C2=O)c1 (stereo not given) | -5 | 6 |
| COCCn1c(SCC(=O)Nc2cc(C)on2)nc2c([nH]c3ccccc32)c1=O | 1 | 1 |
| CN1CCN(c2ccccc2NC(=O)c2ccc(-c3ccc(Cl)c(Cl)c3)o2)CC1 | 13 | 16 |
| O=C(O)C(SC(C(=O)O)c1ccccc1)c1ccccc1 (stereo not given) | -5 | 1 |
| CN(CCc1ccccn1)C(=O)CCC1CCCN(C(=O)CN2CCCCCC2)C1 (stereo not given) | -18 | 21 |
| Cc1nnc(SCC(=O)c2ccc([N+](=O)[O-])cc2)s1 | 0 | -15 |
| CC(=O)N[C@@H](CC(=O)O)C(=O)O | -13 | -1 |
| O=c1c(-c2ccccc2)c(O)cc(-c2ccncc2)n1-c1ccc(Cl)cc1 | 9 | 2 |
| Oc1ccccc1C1=Nc2ncnn2C(c2ccc(F)cc2)C1 (stereo not given) | -11 | 14 |
| COc1cc2c(c(OC)c1OC)C(c1ccc(O)cc1)CC(=O)O2 (stereo not given) | 4 | 3 |
| CC(=O)c1ccccc1NC(=O)COC(=O)C1CCCN1S(=O)(=O)c1ccccc1F (stereo not given) | -15 | -1 |
| CCc1ccc(NC(=O)N(CCCN2CCOCC2)Cc2cccs2)cc1 | 7 | 3 |
| O=C(NNC(=O)C1CCN(c2ncccn2)CC1)c1ccc(Cl)cc1 | -2 | -9 |

Following part:
| compound | H9c2 TAG inh | H9c2 TAG inh DAPI viability |
| --- | --- | --- |
| O=C(N/C(=C/c1ccc(Cl)cc1)C(=O)N1CCCCC1)c1ccco1 | -3 | 4 |
| CCN(CC)c1c([N+](=O)[O-])c(=O)n(CC)c2ccccc12 | 0 | 12 |
| CC(=O)c1ccc2c(c1)N(CCCN1CCC(CCO)CC1)c1ccccc1S2 | 27 | -13 |
| Cn1c(SCC(=O)NCc2ccc(F)cc2)ncc(C(=O)Nc2ccccc2)c1=O | -4 | -2 |
| O=C(c1ccc([N+](=O)[O-])s1)N1CCN(c2ncccn2)CC1 | 8 | 0 |
| CCOc1ccc(NC(=O)N2CCN(C(=O)c3ccco3)CC2)cc1 | -13 | 3 |
| CC1(C)CC(=O)C=C(c2ccc(COC(=O)c3cc(F)cc(F)c3)cc2)C1=O | 5 | 3 |
| COc1ccc(NC(=O)Cn2nnc(-c3ccccc3NC(=O)c3cccs3)n2)cc1 | 0 | 1 |
| CCOc1ccc(S(=O)(=O)N2CCN(c3ccc(C)cc3C)CC2)cc1 | 5 | -5 |
| Cn1cc(S(=O)(=O)NC(c2ccccc2)c2ccccc2)c(=O)n(C)c1=O | 7 | -5 |
| CC(C)=CCc1c(O)ccc(C(=O)Cc2ccccc2)c1O | -25 | -2 |
| CC(NS(=O)(=O)c1cc2c3c(c1)CCC(=O)N3CCC2)c1ccccc1 (stereo not given) | -12 | 6 |
| CCCCC(=O)NCCc1cc2c(OC)ccc(OC)c2[nH]c1=O | -21 | 8 |
| NS(=O)(=O)c1ccc(CCNC(=O)c2ccc(NS(=O)(=O)c3ccc4[nH]c(=O)[nH]c4c3)cc2)cc1 | 17 | -5 |
| CCC(=O)N1CCCC1(C)C(=O)Nc1cccc(Oc2ccccc2)c1 (stereo not given) | 1 | 2 |
| COC(=O)C1=C[C@@H](C(=O)OC)[C@@H]2C3=C(C(=O)[C@@]2(C)NC(=O)c2ccccc2)[C@H](C)C(C(=O)OC)=C(C(=O)OC)[C@@H]3C1 | 9 | -2 |
| CCOCCn1c(CN2CCN(c3ccccc3)CC2)nc2c1c(=O)n(C)c(=O)n2C | 0 | -6 |
| O=S(=O)(NCC1CCCO1)c1cccc(C(F)(F)F)c1 (stereo not given) | -25 | -8 |
| COCCNC(=S)N1CCN(Cc2ccc3c(c2)OCO3)CC1 | -7 | 5 |
| O=C(COC(=O)C1CCCC1)Nc1cccc(Cl)c1Cl | 10 | -4 |
| CCOc1cc(N2CCOCC2)c(OCC)cc1NC(=O)CSc1cccc[n+]1[O-] | -8 | 6 |
| CCOc1ccc(NC(=O)C(CC)NC(=O)c2ccccc2CO)cc1 (stereo not given) | 8 | -18 |
| CCOc1ccc(NS(=O)(=O)c2ccc(C(=O)NCC(c3ccco3)N3CCCCC3)cc2)cc1 (stereo not given) | -53 | 9 |
| C/C=C/c1ccc(OCCn2cncn2)c(OC)c1 | 2 | -12 |
| CCc1cccc(CC)c1NC(=S)NCCc1c(C)[nH]c2ccccc12 | 9 | -2 |
| COc1ccc(Oc2nc(Oc3ccc(OC)cc3)nc(Oc3ccc(OC)cc3)n2)cc1 | 17 | -11 |
| COc1ccc(OC)c(NC(=O)c2nnn(Cc3ccc(Br)cc3F)c2N)c1 | -53 | -11 |
| Cc1cc(C)nc(SCC(=O)Nc2ccc3c(c2)OCO3)n1 | -8 | 1 |
| COc1ccccc1Nc1cc(C(=O)NCc2cccnc2)c2ccccc2n1 | 12 | 1 |
| CC(C)Cc1nnc(NC(=O)CSc2nc(-c3ccccc3)cc(=O)[nH]2)s1 | -12 | 3 |

Additional records follow.
compound	H9c2 TAG inh	H9c2 TAG inh DAPI viability
COC(=O)CCC(=O)c1oc2ccccc2c1NC(=O)CCCN1C(=O)c2ccccc2C1=O	-1	-5
Cc1[nH]c2ccccc2c1C(=O)COC(=O)C1CCC(=O)N1 (stereo not given)	11	-14
Cc1cc(/C=N/NC(=O)c2cccc(F)c2)c(C)n1-c1ccccc1	-2	16
CC(C)c1ccc(S(=O)(=O)N2CCN(C(=O)c3cc(-c4ccccc4)n[nH]3)CC2)cc1	-3	1
COc1cccc(CC2(CO)CCCN(Cc3c(C)cc(C)cc3-n3cccn3)C2)c1 (stereo not given)	23	-3
Cc1ccc(NC(=O)Nc2ccc3c(c2)C(=O)OC3)cc1Cl	-1	-1
CC(C)Cn1c(N)c(C(=O)COC(=O)c2cccn2C)c(=O)n(C)c1=O	-9	13
COc1ccc(-c2cc(-c3cc(C)ccc3O)[nH]n2)cc1	-9	6
Cc1cc(C(=O)CSc2nnc(Nc3ccccc3F)s2)c(C)n1CC1CCCO1 (stereo not given)	42	8
CCO[C@@H]1OC(C(=O)NC2CC2)=C[C@H](C2CCCCC2)[C@H]1CCCO	22	-4

By substructure, the compounds so far containing a COOH group
compound	H9c2 TAG inh	H9c2 TAG inh DAPI viability
CC(O)C(=O)N/N=C/c1ccccc1C(=O)O (stereo not given)	11	3
O=C(O)C(SC(C(=O)O)c1ccccc1)c1ccccc1 (stereo not given)	-5	1
CC(=O)N[C@@H](CC(=O)O)C(=O)O	-13	-1

Going on with the list:
compound	H9c2 TAG inh	H9c2 TAG inh DAPI viability
CC(OC(=O)CN(C)S(=O)(=O)c1ccc(Cl)cc1)C(=O)Nc1cccc(Cl)c1 (stereo not given)	4	-6
COc1ccc(C(=O)NCC(=O)OCC(=O)NCc2cccs2)cc1	-4	-8
CCOC(=O)/C(C#N)=C/Nc1ccccc1NS(=O)(=O)c1cccc(C(C)=O)c1	9	-6
Cc1cccc(C(=O)NC2CCN(S(=O)(=O)c3ccccc3F)CC2)c1	15	-2
Cc1nc(N2CCN(Cc3ccc(Cl)cc3)CC2)c2oc3ccccc3c2n1	-11	10
CN(C)S(=O)(=O)Oc1ccsc1C(=O)Nc1ccc(C(F)(F)F)cc1	4	-7
COC(=O)COc1cccc2c(=O)n(CC(=O)NCc3ccc(F)cc3)ccc12	46	-39
Cc1noc(C)c1S(=O)(=O)Nc1ccc2c(c1)C(=O)N([C@H](C)CO)C[C@H](C)[C@@H](CN(C)S(=O)(=O)c1ccc(F)cc1)O2	-1	15
CCN1CC(CN(C)Cc2nc(COc3ccccc3)no2)CC1=O (stereo not given)	4	10
COc1ccc(C(=O)N2CCC(C)(C(=O)NS(=O)(=O)C3CC3)C2)cc1F (stereo not given)	-25	-2
CCOP(=O)(OCC)c1nc(-c2ccc(Cl)cc2Cl)oc1N1CCOCC1	9	-1
Cc1cc(C)cc(Cn2c3ccc(NC(=S)NCc4ccccc4F)cc3c(=O)n2C)c1	14	10
CNc1ccc(-c2ccccc2OC)cn1	9	1
COc1ccc(Cc2nc(-c3ccc(Cl)cc3)no2)cc1	-8	11
COc1ccccc1CN1C[C@@H]2C[C@@H](c3ccc(C)c(C)c3)N3CCC[C@@]23C1=O	-6	15
CC1(C)C(=O)OC(c2c3ccccc3cc3ccccc23)C(C)(C)C1=O (stereo not given)	-1	4
Cc1cccc(CN2C[C@]34C=C[C@@H](C[C@@H]3S2(=O)=O)O4)c1	22	0

Arranged by SMILES length (highest first): some entries from above.
compound	H9c2 TAG inh	H9c2 TAG inh DAPI viability
COc1ccccc1CN1C[C@@H]2C[C@@H](c3ccc(C)c(C)c3)N3CCC[C@@]23C1=O	-6	15
Cc1cc(C)cc(Cn2c3ccc(NC(=S)NCc4ccccc4F)cc3c(=O)n2C)c1	14	10
COc1ccc(C(=O)N2CCC(C)(C(=O)NS(=O)(=O)C3CC3)C2)cc1F (stereo not given)	-25	-2
CC1(C)C(=O)OC(c2c3ccccc3cc3ccccc23)C(C)(C)C1=O (stereo not given)	-1	4
CNc1ccc(-c2ccccc2OC)cn1	9	1

Assay outcomes (PubChem BioAssay)
